IL2 activator – qHTS of IL-2 Activators; IL-2 activation reporter assay, cell-based qHTS; stimulated with anti-CD3/CD4/CD28 beads; in transgenic mouse T cells; activation, % (series mostly up to about 46 µM); 360,000 tested, 0.065% active; AID 652025, 2013; in the data active = activation above about 50%; inconclusive = mostly about 30% to 49%; note: 0% is about no effect
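Using fluorescent plate cytometry, EGFP and DsRed are detected in transgenic mouse T cells stimulated 18 h at 37 degrees C with antibody-coated beads after 60 min compound pretreatment.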
WRN helicase inh – qHTS for Inhibitors of WRN Helicase; Potency, µM (titrated, usually from 114 µM), without a hit: at the highest dose activity change, negative = inhibition, usual class: inhibitors; WRN helicase unwinding, fluorescent forked duplex, kinetic; 360,000 tested, 0.46% active; note: potency is the fitted concentration of half-maximal effect; % is set by controls: 0 for no effect and ±100 for the full control effect; nearly all actives have a fitted effect of over 55% in size
Target sequence (Q14191 whole entry, looked up): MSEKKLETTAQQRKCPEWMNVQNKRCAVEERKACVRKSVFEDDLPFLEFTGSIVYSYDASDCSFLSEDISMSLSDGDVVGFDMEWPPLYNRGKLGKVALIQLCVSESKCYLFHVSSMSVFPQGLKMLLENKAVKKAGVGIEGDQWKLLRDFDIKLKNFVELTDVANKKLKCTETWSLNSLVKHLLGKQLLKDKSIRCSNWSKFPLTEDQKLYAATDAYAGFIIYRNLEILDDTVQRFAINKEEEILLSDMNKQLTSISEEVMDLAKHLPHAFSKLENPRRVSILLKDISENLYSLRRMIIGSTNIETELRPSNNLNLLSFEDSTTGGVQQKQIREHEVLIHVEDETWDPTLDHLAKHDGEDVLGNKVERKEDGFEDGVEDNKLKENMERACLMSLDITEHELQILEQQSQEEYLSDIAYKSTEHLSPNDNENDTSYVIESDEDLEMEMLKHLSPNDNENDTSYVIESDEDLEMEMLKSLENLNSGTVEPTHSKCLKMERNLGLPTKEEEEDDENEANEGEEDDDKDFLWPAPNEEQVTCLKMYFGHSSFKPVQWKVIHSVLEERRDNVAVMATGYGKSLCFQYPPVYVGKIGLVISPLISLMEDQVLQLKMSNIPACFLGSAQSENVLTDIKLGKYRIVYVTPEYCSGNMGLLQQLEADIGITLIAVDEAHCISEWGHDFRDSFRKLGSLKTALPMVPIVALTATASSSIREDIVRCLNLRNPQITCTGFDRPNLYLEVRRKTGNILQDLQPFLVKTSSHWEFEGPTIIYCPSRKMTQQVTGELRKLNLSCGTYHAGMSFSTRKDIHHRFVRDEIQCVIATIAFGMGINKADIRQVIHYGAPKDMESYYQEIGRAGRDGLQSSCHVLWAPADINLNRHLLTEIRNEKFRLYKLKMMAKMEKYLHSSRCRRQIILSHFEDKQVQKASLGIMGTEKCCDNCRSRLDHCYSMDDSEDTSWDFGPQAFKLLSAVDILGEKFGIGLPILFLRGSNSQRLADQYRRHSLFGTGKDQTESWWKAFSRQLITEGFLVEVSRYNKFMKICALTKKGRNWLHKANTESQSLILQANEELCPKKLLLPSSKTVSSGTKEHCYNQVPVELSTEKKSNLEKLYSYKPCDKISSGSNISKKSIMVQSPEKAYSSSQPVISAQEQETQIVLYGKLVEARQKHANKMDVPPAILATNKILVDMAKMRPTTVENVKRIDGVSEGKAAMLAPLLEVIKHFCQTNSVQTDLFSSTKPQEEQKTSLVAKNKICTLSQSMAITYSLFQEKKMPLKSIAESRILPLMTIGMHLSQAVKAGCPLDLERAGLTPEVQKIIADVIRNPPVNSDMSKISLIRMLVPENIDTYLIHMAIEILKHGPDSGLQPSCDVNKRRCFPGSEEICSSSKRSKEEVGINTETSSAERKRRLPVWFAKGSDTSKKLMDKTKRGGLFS
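WRN at 20 nM final was preincubated with compound for 15 min at room temperature; reaction started with 100 nM forked duplex oligonucleotide carrying fluorophore and quencher plus 2 mM ATP (final). Unwinding followed kinetically by red fluorescence (ex 525/em 598 nm).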
HEK293 tox – qHTS of GLP-1 Receptor Inverse Agonists: Cytotox Screen | HEK293 cAMP-luciferase reporter cells, luminescence, 24 h | Potency, µM (highest dose often 38.3 µM), without a hit: at the top dose activity change, negative = inhibition, actives largely listed as inhibitors | 410,000 tested, 0.13% active | AID 624418, 2012;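 note: loss of luciferase light is scored as toxicity; potency is the fitted concentration of half-maximal effect; % is set by controls: 0 for no effect and ±100 for the full control effect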
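Luminescence readout: signal drop marks cytotoxicity. Plated cells grew 12 h at 37 °C, 5% CO2, received 23 nL compound for 24 h, then got luciferase reagent, read after 12 min at RT.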
PI5P4K alpha inh – qHTS for Inhibitors of phosphatidylinositol 5-phosphate 4-kinase (PI5P4K); 330,000 tested, 1.2% active; PI5P4Kalpha enzyme, ADP-Glo luminescence, 60 min; stronger effect = lower value; Phosphatidylinositol 5-phosphate 4-kinase type-2 alpha (Homo sapiens), P48426; max response, %; active = max response of -50% or lower; inconclusive = between -30% and -50%; inactive = -30% or higher; note: value at the top dose of about 77 µM; % is set by controls: 0 for no effect and ±100 for the full control effect
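Controls without substrate or without enzyme flank wells where PI5P4Kalpha converts substrate using 5 microM ATP (final). Incubation lasts 60 minutes at room temperature; ADP formed is read by ADP-Glo luminescence.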
GLP1R inv ag – qHTS of GLP-1 Receptor Inverse Agonists (Inhibition Mode). HEK293 GLP-1R CRE-luciferase, luminescence, 24 h; GLP-1R form is constitutively active. Potency, µM (titrated, usually from 38.3 µM), inactives show at the highest dose activity change, negative = inhibition, hits mostly inhibitors. 410,000 tested, 1.6% active. AID 624417, 2012; note: potency is the fitted concentration of half-maximal effect; % is set by controls: 0 for no effect and ±100 for the full control effect; nearly all actives have a fitted effect of over 55% in size
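Assay principle: reduced luminescence from a cAMP-responsive reporter in HEK293 cells co-expressing a constitutively active GLP-1R. Conditions: 24 hr compound incubation, 37 deg C, 5% CO2.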
DRD3 agonist – qHTS of D3 Dopamine Receptor Agonist: qHTS. D(3) dopamine receptor (Homo sapiens), P35462. D3R DiscoveRx beta-arrestin cells, luminescence, 90 min. max activation, %. 410,000 tested, 0.58% active. AID 652048, 2013; in the data active = max activation above about 30%; note: 0% is about no effect; mostly tested at two doses, the higher about 12 µM
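Agonist mode: compounds and dopamine controls were applied to plated cells for 90 min at 37 degrees C after an overnight attachment at 1500 cells/well. Luminescent read-out followed 30 - 60 minutes at room temperature with DiscoveRx detection reagent.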
PLK1 PBD block – qHTS for Inhibitors of PLK1-PDB (polo-like kinase 1 - polo-box domain): Primary Screen; 360,000 tested, 2.8% active; Serine/threonine-protein kinase PLK1 (Homo sapiens), P53350; Plk1 PBD binding of FITC phosphopeptide, fluorescence polarization; Potency, µM, without a hit: max response, negative = inhibition, actives largely listed as inhibitors; note: potency is the fitted concentration of half-maximal effect; series mostly up to about 57 µM; % is set by controls: 0 for no effect and ±100 for the full control effect; nearly all actives have a fitted effect of over 65% in size
GLP-1R agonist – qHTS of GLP-1 Receptor Agonists. Glucagon-like peptide 1 receptor (Homo sapiens), P43220. HEK293 GLP-1R CRE-luciferase, luminescence, 4-6 h; cells express a hypersensitive GLP-1R form. Potency, µM (series often up to 45.6 µM), inactives show at the highest dose activation, actives largely listed as activators. 380,000 tested, 0.007% active. AID 624172, 2012; note: potency is the fitted concentration of half-maximal effect; % of control where 0% means no effect
D3 antag – qHTS of D3 Dopamine Receptor Antagonist: qHTS; 360,000 tested, 2.5% active; D3R cells, DiscoveRx beta-arrestin luminescence, antagonist mode; stronger effect = lower value; D(3) dopamine receptor (Homo sapiens), P35462; max response, negative = inhibition, %; in the data active = max response below about -50%; inconclusive = no clear call, values can overlap the other calls; note: % is set by controls: 0 for no effect and ±100 for the full control effect; mostly tested at two doses, the higher about 12 µM
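Cells expressing the human receptor were seeded at 1500 cells/well, incubated overnight at 37 degrees C in 5% CO2, then exposed to library compounds with dopamine controls for 90 minutes at 37 degrees C before luminescent detection.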
* = called active by the depositor; ? = inconclusive; . = not tested or not shown; [ ] = remark or other dose. Unless noted, calls come from the whole dose curve; as a rule, active = well fitted curve in the direction sought with a large enough effect; inconclusive = small, poorly fitted or top-dose-only effect, or another doubt; inactive = no such curve, though single readings can be large; an effect the other way counts as inactive or inconclusive.

SMILES	IL2 activator	WRN helicase inh	HEK293 tox	PI5P4K alpha inh	GLP1R inv ag	DRD3 agonist	PLK1 PBD block	GLP-1R agonist	D3 antag
COc1ccccc1CC1(C)C(=O)Nc2ccc(OC(F)(F)F)cc21 (stereo not given)	-0.9	-12%	?	18	?	-4	-14%	-1%	-17
O=C(O)CCC(=O)N1N=C(c2c(-c3ccccc3)c3cc(Cl)ccc3[nH]c2=O)CC1c1ccccc1 (stereo not given)	1.9	-6%	-9%	0	2%	-11	?	-1%	4
CCC(C)Sc1cc(C)c(C#N)c2nc3ccccc3n12 (stereo not given)	1.3	-11%	124%[activator]	-5	17%	1	-16%	18%	15
Cc1nnc(NC(=O)c2cccc(F)c2)s1	-0.3	0%	-9%	11	0%	4	-1%	-21%	0
O=C(CN1C(=O)c2cccnc2Oc2ccc(Cl)cc21)NC1CCCCC1	-3.0	1%	-6%	0	11%	-10	-12%	-3%	-3
Cc1nn(C(C)C(=O)NCCCN2CCCCC2C)c(=O)c2c1sc1ccccc12 (stereo not given)	0.4	-5%	0%	1	-12%	1	-1%	9%	12
COC(=O)c1ccsc1NC(=O)CSc1nnnn1Cc1ccccc1	-0.3	-4%	1%	-1	?	12	0%	-10%	12
CCc1ccc(S(=O)(=O)Nc2cccc(-c3ccc4nncn4n3)c2)s1	-4.4	-10%	-23%	-2	13%	-7	-25%	23%	-15
COc1ccc(CCNC(=O)CNC(=O)c2ccccc2Br)cc1OC	0.7	10%	13%	-6	13%	-9	-17%	1%	-11
COC(=O)[C@@H]1C[C@@]2(O)[C@H](O)[C@H](O)[C@H](O)C[C@H]2N1Cc1ccc(C(F)(F)F)cc1	-0.2	-2%	-12%	-13	11%	-9	-4%	-1%	-24
CCOCCCN1CC(C(=O)NCc2ccc3c(c2)OCO3)CC1=O (stereo not given)	-0.2	?	0%[0.307 µM]	-9	0%[0.307 µM]	2	-4%	-14%	-13
O=C(NC(CC(=O)N1CCN(c2ccc([N+](=O)[O-])cc2)CC1)c1ccccc1)c1ccccc1Cl (stereo not given)	1.5	-9%	?	-1	-27%	-4	-5%	6%	1
COCCCNC(=O)C1CCC(=O)N1Cc1ccccc1Cl (stereo not given)	2.7	2%	-3%	-6	11%	0	-2%	0%	27
CC(=O)Nc1nc(CC(=O)c2ccccc2)cs1	-2.0	4%	-5%	2	9%	7	-3%	-3%	-6
Cc1ccccc1OCC(=O)NC(=S)Nc1ccc(N2CCOCC2)c(Cl)c1	-1.5	0%	4%	3	16%	3	-12%	-3%	5
Cc1ccc(CNC(=O)c2ccc(-n3cccc3)cc2)cc1	-1.7	40µM*	0%	-90*	17%	19	?	1%	1
Cc1cc(OCCCCCNCCO)cc(C)c1Cl	-5.2	10%	?	.	-5%	-2	-11%	-1%	5
Cc1cc(/N=C/C=C2/N(C)c3ccccc3C2(C)C)n(CCC#N)n1	-0.5	5%	?	4	?	11	-3%	14%	-11
Cc1cc(C)c2[nH]c(=O)c(CN(CC3CCCO3)C(=S)NCc3ccco3)cc2c1 (stereo not given)	-0.9	3%	1%	1	8%	-7	-12%	7%	-23
CCOc1ccc2[nH]c(=O)c(CN(CCO)C(=O)c3ccc(F)cc3)cc2c1	-0.6	1%	-11%	1	9%	-6	-7%	0%	6
OC(CSc1ccccc1)CN1CCN(c2ccc(Cl)cc2)CC1 (stereo not given)	0.3	1%	-3%	5	?	-14	-11%	7%	-86*
Cn1c(SCC(=O)N2CCN(C(=O)c3ccco3)CC2)nnc1-c1ccc(NS(C)(=O)=O)cc1	-0.3	4%	-7%	-6	3%	-5	-5%	-1%	9
CCN(CC)CCSc1nc2ccccc2n1Cc1ccccc1	0.6	6%	-9%	0	?	-17	-3%	-3%	-54*
COC(=O)N/N=C/c1cc(OC)c(O)c([N+](=O)[O-])c1	0.3	?	-7%[1.53 µM]	-22	7%	-16	1%	-7%	?
COc1ccc(/C=C2\CCc3ccccc3C2=O)cc1O	-0.5	-9%	?	-5	?	-5	-4%	1%	-29

Twelve neighbouring records out of the list so far:
SMILES	IL2 activator	WRN helicase inh	HEK293 tox	PI5P4K alpha inh	GLP1R inv ag	DRD3 agonist	PLK1 PBD block	GLP-1R agonist	D3 antag
Cc1nn(C(C)C(=O)NCCCN2CCCCC2C)c(=O)c2c1sc1ccccc12 (stereo not given)	0.4	-5%	0%	1	-12%	1	-1%	9%	12
COC(=O)c1ccsc1NC(=O)CSc1nnnn1Cc1ccccc1	-0.3	-4%	1%	-1	?	12	0%	-10%	12
CCc1ccc(S(=O)(=O)Nc2cccc(-c3ccc4nncn4n3)c2)s1	-4.4	-10%	-23%	-2	13%	-7	-25%	23%	-15
COc1ccc(CCNC(=O)CNC(=O)c2ccccc2Br)cc1OC	0.7	10%	13%	-6	13%	-9	-17%	1%	-11
COC(=O)[C@@H]1C[C@@]2(O)[C@H](O)[C@H](O)[C@H](O)C[C@H]2N1Cc1ccc(C(F)(F)F)cc1	-0.2	-2%	-12%	-13	11%	-9	-4%	-1%	-24
CCOCCCN1CC(C(=O)NCc2ccc3c(c2)OCO3)CC1=O (stereo not given)	-0.2	?	0%[0.307 µM]	-9	0%[0.307 µM]	2	-4%	-14%	-13
O=C(NC(CC(=O)N1CCN(c2ccc([N+](=O)[O-])cc2)CC1)c1ccccc1)c1ccccc1Cl (stereo not given)	1.5	-9%	?	-1	-27%	-4	-5%	6%	1
COCCCNC(=O)C1CCC(=O)N1Cc1ccccc1Cl (stereo not given)	2.7	2%	-3%	-6	11%	0	-2%	0%	27
CC(=O)Nc1nc(CC(=O)c2ccccc2)cs1	-2.0	4%	-5%	2	9%	7	-3%	-3%	-6
Cc1ccccc1OCC(=O)NC(=S)Nc1ccc(N2CCOCC2)c(Cl)c1	-1.5	0%	4%	3	16%	3	-12%	-3%	5
Cc1ccc(CNC(=O)c2ccc(-n3cccc3)cc2)cc1	-1.7	40µM*	0%	-90*	17%	19	?	1%	1
Cc1cc(OCCCCCNCCO)cc(C)c1Cl	-5.2	10%	?	.	-5%	-2	-11%	-1%	5

Going on with the list.
SMILES	IL2 activator	WRN helicase inh	HEK293 tox	PI5P4K alpha inh	GLP1R inv ag	DRD3 agonist	PLK1 PBD block	GLP-1R agonist	D3 antag
CC(C)N(Cc1cnn(C)c1)Cc1nc(COc2ccccc2)no1	0.5	4%	-26%	-18	8%	-5	21µM*	15%	1
CCOC(=O)c1sc(NC(=O)c2ccccc2)cc1C	-2.2	-3%	-12%	.	-4%	-4	1%	7%	5
C/C(Cn1nnc([N+](=O)[O-])n1)=N\NC(=O)c1ccncc1	1.0	-1%	-15%	0	14%	2	-6%	4%	14
CC1CC(C)CN(CCCNC(=O)CN2C(=O)CSc3ccc(S(=O)(=O)N4CCOCC4)cc32)C1 (stereo not given)	0.5	1%	1%	2	-16%	-1	-11%	3%	8
O=C(CCS(=O)(=O)c1ccccc1F)Nc1ccc(N2CCN(Cc3ccccc3)CC2)cc1	-0.7	2%	-8%	-3	?	0	4%	2%	2
Cc1c(Cl)cccc1NC(=O)Nc1ccc(C(=O)N2CCCC2)cc1	-0.2	-20%	17%	1	-1%	-7	-9%	14%	4
COC(=O)c1ccccc1NC(=O)c1cnc2sccn2c1=O	-0.5	-8%	-17%	.	-9%	1	-2%	0%	18
CCNC(=O)c1ccc(NS(=O)(=O)c2ccc3[nH]c(=O)[nH]c3c2)cc1	-2.1	-2%	6%	2	17%	13	7%	-4%	18
O=C(c1cc(-c2ccc(O)cc2)on1)N1CCCCCC1	0.2	3%	2%	-1	-27%	-3	-4%	19%	2
CCc1ccc(C(=O)NC(CCSC)C(=O)OC)cc1 (stereo not given)	-0.4	6%	0%	-8	19%	5	0%	8%	10
CCN(CC)S(=O)(=O)c1ccc2c(c1)N(CC(=O)Nc1ccc(NC(C)=O)cc1)C(=O)CO2	1.2	3%	-2%	2	-5%	-6	-2%	7%	8
CC(C)(C)c1nc(Sc2ncccc2[N+](=O)[O-])n[nH]1	-0.5	4%	-12%	4	-6%	6	2%	0%	3
CCCN1CCN(C(c2cc3cc(OCC)ccc3[nH]c2=O)c2nnnn2C2CCCCC2)CC1 (stereo not given)	-2.2	7%	-8%	.	0%	-40	-10%	22%	-23
CCOc1cccc2cc(C(=O)N3CCOCC3)c(=O)oc12	-0.5	-1%	-8%	6	-1%	9	-6%	-3%	-5
COc1ccc(N(CC(=O)NCCSc2ccccn2)S(=O)(=O)c2ccccc2)cc1Cl	-4.2	-29%	0%	-2	?	13	1%	2%	20
O=C(CSc1n[nH]c(=O)n1Cc1ccco1)c1ccc2c(c1)OCCO2	-4.0	2%	2%	-6	4%	-4	-16%	-5%	-2
N/C(=N\OC(=O)CCc1ccccc1)c1ccc(Br)cc1	-0.7	-5%	30%	.	0%	-9	-7%	-1%	-12
COc1ccc(NC(=O)Cn2c(=O)n(CCc3ccccc3)c(=O)c3ccccc32)cc1	.	.	-9%	.	4%	6	.	0%	.
COc1ccc(OC)c(C2C(C(=O)c3ccco3)=C(O)C(=O)N2Cc2cccnc2)c1 (stereo not given)	-2.3	12%	-6%	-1	2%	2	0%	-5%	-12
COc1ccc(-c2ccc(SCC(=O)c3cccs3)nn2)cc1	-1.9	-5%	-3%	0	-30%	4	-11%	16%	-4
C[C@]12c3[nH]c4ccc(Cl)cc4c3CCN1C(=O)[C@@H](CC(=O)NCCC1=CCCCC1)C[C@@H]2C(=O)N1CCOCC1	-0.6	-3%	-4%	18	?	5	2%	-1%	-9
